HT1080 IDH1KD tx: toxicity to HT-1080 IDH1 knockdown cells (counter line) | HT-1080 IDH1 knockdown viability, ATP luminescence, 48 h | Potency, µM (top dose mostly 46.1 µM), for inactives: at the top dose activity, negative = toxicity, hits mostly cytotoxic | 360,000 compounds, 2% hits | AID 686971;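 further: 0% = DMSO wells and -100% = cell-free medium wells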
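CellTiter-Glo luminescence after 48 h compound exposure at 37 degrees C of IDH1-knockdown HT-1080 cells in 5% FBS RPMI. %Activity scaled between DMSO wells and cell-free media wells, with curves fitted and assigned curve classes.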
KB-3-1 cytotox: kills parental KB-3-1 adenocarcinoma cells; KB-3-1 viability, CellTiter-Glo ATP luminescence, 72 h; Potency, µM (top dose mostly 46.1 µM), for the others: at the top dose activity change, negative = cytotoxic, usual class: cytotoxic; 400,000 compounds, 1.4% hits; AID 1347075; further: on the % scale 0 is the no-effect control and ±100 the full control effect; nearly all actives have a fitted effect of over 60% in size
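Cytotoxicity in the drug-sensitive parental line KB-3-1 was scored as loss of CellTiter-Glo luminescence following 72 h incubation with compound. Values come from curve fitting of normalized concentration-response data.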
SW480 rereplic: induces DNA re-replication in SW480 colon adenocarcinoma cells; 340,000 compounds, 1.8% hits; AID 624297; SW480 DNA re-replication, Hoechst DNA content imaging, 48 h; Potency, µM (series often up to 46.1 µM), without a hit: at the top dose re-replication activation, actives largely listed as activators; further: % of control where 0% means no effect; nearly all actives have a fitted effect of over 55% in size
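Hoechst fluorescence of nuclei (405 nm excitation, 500-530 nm emission) measured by plate-scanning imager after 48 hr compound exposure at 37 C; re-replication scored as increased number of nuclei with elevated intensity.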
GLP-1R inv ag: GLP-1 receptor (human) inverse agonism; P43220; HEK293 GLP-1R CRE-luciferase, luminescence, 24 h; GLP-1R form is constitutively active; Potency, µM (doses to about 38.3 µM), without a hit: top-dose activity change, negative = inhibition, hits mostly inhibitors; 410,000 compounds, 1.6% hits; further: on the % scale 0 is the no-effect control and ±100 the full control effect; nearly all actives have a fitted effect of over 55% in size
Target sequence (P43220 whole entry, looked up): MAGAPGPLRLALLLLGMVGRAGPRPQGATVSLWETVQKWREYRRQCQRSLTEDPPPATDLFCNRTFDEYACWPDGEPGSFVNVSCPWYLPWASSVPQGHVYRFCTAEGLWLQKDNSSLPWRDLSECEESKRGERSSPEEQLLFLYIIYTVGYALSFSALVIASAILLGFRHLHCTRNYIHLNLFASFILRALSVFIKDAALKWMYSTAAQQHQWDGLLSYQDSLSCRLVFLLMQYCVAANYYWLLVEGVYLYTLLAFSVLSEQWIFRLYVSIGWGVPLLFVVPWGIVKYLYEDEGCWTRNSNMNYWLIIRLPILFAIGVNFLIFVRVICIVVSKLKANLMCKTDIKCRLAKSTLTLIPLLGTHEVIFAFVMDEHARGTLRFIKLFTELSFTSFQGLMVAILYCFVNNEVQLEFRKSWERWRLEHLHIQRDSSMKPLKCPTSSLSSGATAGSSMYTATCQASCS
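Luminescence readout: a drop in cAMP-driven luciferase signal flags inverse agonism at a constitutively active GLP-1R stably expressed in HEK293. Compound exposure lasted 24 hr at 37 deg C, 5% CO2.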
GLP1R cytotox: cytotoxicity counter-screen for GLP-1 receptor inverse agonists; Potency, µM (doses to about 38.3 µM), inactives show at the highest dose activity change, negative = inhibition, hits mostly inhibitors; 410,000 compounds, 0.13% hits; HEK293 cAMP-luciferase reporter cells, luminescence, 24 h;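 further: loss of luciferase light is scored as toxicity; on the % scale 0 is the no-effect control and ±100 the full control effect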
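1536-well qHTS counterscreen of the MLSMR; 200 cells/uL, 12 h pre-incubation, 23 nL cpd, 24 h at 37 deg C 5% CO2, luciferase detection reagent, 12 min RT, luminescence. Inhibition = undesired.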
TDP-43 yeast inh: inhibitors of TDP-43 toxicity in yeast. TDP-43 expressing yeast growth rescue, BacTiter-Glo, 24 h. Potency, µM (highest dose often 46.1 µM), for inactives: at the top dose growth rescue (activation), most hits filed as activators. 410,000 compounds, 1.8% hits. AID 652104; further: % of control where 0% means no effect; nearly all actives have a fitted effect of over 50% in size
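In this qHTS, compounds that restore growth of yeast expressing TDP-43 appear as activators. Cells (OD600=0.02, galactose medium, raffinose-pregrown) are incubated with compound 24 hr at 30 deg C and growth is quantified by BacTiter-Glo.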
GLP-1R agonist: GLP-1 receptor (human) agonism; 380,000 compounds, 0.007% hits; HEK293 GLP-1R CRE-luciferase, luminescence, 4-6 h; cells express a hypersensitive GLP-1R form; Potency, µM (series often up to 45.6 µM), inactives show at the top dose activation, hits mostly activators; further: % of control where 0% means no effect
KB-V1 cytotox: kills drug-selected multidrug resistant KB-V1 cells; KB-V1 MDR cells viability, CellTiter-Glo, 72 h; Potency, µM (top dose mostly 46.1 µM), for inactives: top-dose activity change, negative = cytotoxicity, usual class: cytotoxic; 400,000 compounds, 3.4% hits; further: on the % scale 0 is the no-effect control and ±100 the full control effect; nearly all actives have a fitted effect of over 60% in size
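In this primary screen, KB-V1 cells overexpressing P-gp are incubated with library compounds (lowest to highest concentration) for 72 h at 37 degrees C before a luminescent ATP viability read.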
HT1080NT lethal: kills 2HG-producing HT-1080-NT fibrosarcoma cells; Potency, µM (titrated, usually from 46.1 µM), inactives show at the top dose activity, negative = less viability, most hits filed as cytotoxic; 360,000 compounds, 1.6% hits; HT-1080-NT fibrosarcoma viability, CellTiter-Glo ATP luminescence, 48 h;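 further: NT is the 2HG producing partner of a matched IDH1 knockdown line; 0% = DMSO-treated cells and -100% = media-only wells without cells; nearly all actives have a fitted effect of over 55% in size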
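Compounds were tested in concentration-response format on HT-1080-NT cells for 48 hours at 37 degrees C. Cell viability came from CellTiter-Glo luminescence; curves were classified by r2, response magnitude and activity.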
Starred values were filed as active, the others as inactive; ? = inconclusive; . = no result given; [ ] = another dose, or the depositor's remark. The call rests on the fitted dose curve; in most records, active means well fitted curve in the direction sought with a large enough effect; inconclusive means small, poorly fitted or top-dose-only effect, or another doubt; inactive means no such curve, though single readings can be large; an effect the other way counts as inactive or inconclusive. Potency means the concentration at half of the fitted maximal effect.

SMILES | HT1080 IDH1KD tx | KB-3-1 cytotox | SW480 rereplic | GLP-1R inv ag | GLP1R cytotox | TDP-43 yeast inh | GLP-1R agonist | KB-V1 cytotox | HT1080NT lethal
CC(C)CC(=O)NC(=S)Nc1ccccc1F | 8.9% | 0.0% | -0.5% | ? | 3.8% | ? | -0.3% | 17.5% | 12.9%
CCOC(=O)c1ccc(NCc2nc3ccccc3[nH]2)cc1 | -21.0% | 9.3% | 0.5% | -25.7% | -0.1% | 2.2% | 10.3% | 26.6% | -16.3%
C[C@H](CO)N1C[C@H](C)[C@@H](CN(C)S(=O)(=O)c2ccccc2)Oc2ccc(NC(=O)C3CC3)cc2C1=O | -2.7% | 0.0% | 7.7% | 2.0% | -7.8% | -14.7% | 9.1% | 0.0% | -1.1%
CCCCCCCCN1C(=O)[C@H](CC(=O)N2CCCC2)C[C@@]2(C(=O)OCC)CCCC=C12 | ? | ? | . | ? | 10.8% | -2.7% | 3.0% | ? | ?
OCCN1CCN(C(=S)c2ccc(Cl)c(Cl)c2)CC1 | 1.7% | -11.5% | 0.5% | 0.0% | -11.7% | 17.9% | -1.6% | 14.0% | -1.8%
CC(C)COc1ccc(C(=O)CCN2CCCCC2)cc1 | ? | 14.6µM* | ? | ? | ? | -3.8% | 2.0% | -18.0% | 18.4µM*
CN(C)CCNc1ncnc2c1ncn2[C@H]1CN(Cc2ccc(-c3ccccc3)cc2)C[C@@H](CO)O1 | 20.6µM* | ? | . | ? | ? | -1.4% | 9.2% | 0.5% | 6.51µM*
CC(=O)c1c(-c2ccc(Cl)cc2Cl)noc1C | 3.2% | 9.1% | -21.1% | 6.0% | ? | 13.4% | 10.9% | 7.5% | 2.5%
OC1CCN(Cc2nc(Cc3ccccc3Cl)no2)CC1 | 9.3% | 7.8% | 3.3% | 3.4% | -8.6% | -14.7%[0.397 µM] | 12.8% | 1.6% | 15.0%
CC1(C(=O)NS(=O)(=O)c2ccccc2C(F)(F)F)CCN1C(=O)CCc1ccccc1 (stereo not given) | 0.6% | 0.0% | . | 19.9% | 8.3% | 11.3% | -1.5% | 5.3% | 17.6%
O=[N+]([O-])c1ccc(-n2ccnc2)cc1 | 7.7% | 1.0% | -2.5% | 0.3% | -13.3% | 4.1% | 4.5% | 21.2% | 1.1%
COC(=O)C(C(=O)OC)c1ncc(C(F)(F)F)cc1Cl | 2.4% | 1.3% | -51.0%[inhibitor] | 3.1% | -0.9% | 5.9% | 4.5% | 6.6% | 0.3%
CCN(CC)CC(=O)c1c(N)n(Cc2ccccc2)c(=O)n(C)c1=O | 3.0% | 8.1% | -2.2% | -26.5% | 5.6% | 2.7% | 0.9% | -1.8% | -1.6%
Cc1ccc(CNC(=O)COC(=O)c2ccc(S(=O)(=O)N3CCOCC3)cc2)cc1 | 1.0% | -1.0% | -6.4% | -2.7% | 9.6% | 0.9% | 1.1% | 10.9% | -2.8%
O=C1C2C3C=CC(C4CC34)C2C(=O)N1/N=C/c1ccc(-c2ccc([N+](=O)[O-])cc2)o1 (stereo not given) | -5.7% | -4.4% | ? | 16.8% | -13.0% | -0.2% | 3.5% | -22.7% | -0.6%
CCCCCn1c(=O)c(F)cn(Cc2ccc(OC)c([N+](=O)[O-])c2)c1=O | -12.6% | 0.1% | 1.9% | -5.6% | -16.2% | ? | 28.6% | 0.0% | -8.2%
CSc1cccc(NC(=O)CN(C)S(=O)(=O)c2ccccc2)c1 | 1.1% | 7.6% | ? | 10.3% | 1.3% | 21.2% | 5.1% | -8.0% | 3.9%
Cc1cccc(C(=O)N2CCN(Cc3nc4sc5c(c4c(=O)[nH]3)CCCC5)CC2)c1 | 0.2% | ? | -9.3% | -16.2% | -5.4% | 3.0% | 8.0% | -14.3% | 2.2%
COc1cccc(OCc2cc(C(=O)N(C)Cc3nccn3C)no2)c1 | -0.6% | -5.8% | -29.8% | 5.3% | 1.9% | 7.6% | 7.4% | 2.5% | 0.0%
O=[N+]([O-])c1ccc(/C=N/NC(=S)Nc2ccccc2)o1 | 10.1% | -28.1% | ? | 13.9% | -20.9% | 11.8% | -1.8% | ? | 10.2%
CCc1noc(C)c1C(=O)N1CC(C)OC(C)C1 (stereo not given) | 0.0% | -1.6% | -5.4% | 6.1% | -1.0% | -24.5% | 0.1% | -11.9% | -0.4%
Cc1cccc(C)c1OC(=O)CSc1nnc(-c2ccccc2O)o1 | ? | -10.0% | -0.1% | -1.3% | -3.4% | -12.9% | -6.9% | -4.4% | -4.7%
COC(=O)C1=C(N)OC2=C(C(=O)CCC2)C1c1ccc2c(c1)OCO2 (stereo not given) | 5.5% | 0.2% | -6.9% | 6.9% | -18.5% | 18.6% | 4.2% | 16.3% | 7.3%
Cc1cc(C)c(C)c(S(=O)(=O)NCc2ccc(C(=O)N3CCCCC3)cc2)c1C | -0.5% | -3.7% | -4.1% | ? | -18.3% | -16.6% | 6.5% | -7.9% | -15.1%
COc1ccc(Cl)cc1NC(=S)Nc1ccccc1C | -1.1% | 15.5% | -7.0% | -12.7% | -5.2% | ? | 4.0% | -35.8% | 15.5%

Complete entries as entered above.
Listed for `COc1ccc(Cl)cc1NC(=S)Nc1ccccc1C` = HT1080 IDH1KD tx = -1.1%; KB-3-1 cytotox = 15.5%; SW480 rereplic = -7.0%; GLP-1R inv ag = -12.7%; GLP1R cytotox = -5.2%; TDP-43 yeast inh = ?; GLP-1R agonist = 4.0%; KB-V1 cytotox = -35.8%; HT1080NT lethal = 15.5%
Listed for `COc1cccc(OCc2cc(C(=O)N(C)Cc3nccn3C)no2)c1` = HT1080 IDH1KD tx = -0.6%; KB-3-1 cytotox = -5.8%; SW480 rereplic = -29.8%; GLP-1R inv ag = 5.3%; GLP1R cytotox = 1.9%; TDP-43 yeast inh = 7.6%; GLP-1R agonist = 7.4%; KB-V1 cytotox = 2.5%; HT1080NT lethal = 0.0%

(listing goes on)
SMILES | HT1080 IDH1KD tx | KB-3-1 cytotox | SW480 rereplic | GLP-1R inv ag | GLP1R cytotox | TDP-43 yeast inh | GLP-1R agonist | KB-V1 cytotox | HT1080NT lethal
CCOc1ccc2nc(NC(=O)c3ccccn3)sc2c1 | 16.4µM* | ? | ? | ? | ? | 4.8% | -1.7% | ? | ?
Nc1cc(N)nc(SCC(=O)Nc2ccc3c(c2)OCCCO3)n1 | -1.3% | -3.2% | 4.1% | 57.8%[activator] | 2.1% | 11.5% | ? | -7.8% | -1.8%
O=C(CSc1ccc2nnc(-c3cccnc3)n2n1)c1ccccc1 | -4.7% | 0.0% | -5.9% | 2.3% | -6.5% | -17.2% | 6.3% | -2.7% | 5.1%
Cc1c(C(=O)NCc2ccccc2)sc2nc3n(c(=O)c12)CCC3 | . | -1.4% | . | 8.0% | 5.2% | 10.5% | . | 0.0% | .
CCOC(=O)C1(C(F)(F)F)N=C(C(F)(F)F)Nc2ccc(F)cc21 (stereo not given) | 7.5% | 12.9% | 13µM* | -3.7% | -2.5% | -1.3% | 0.2% | ? | 13.0%
CCCC(=O)Nc1cc(C(=O)O)ccc1Sc1ccc(C)cc1 | 1.2% | -1.1% | -4.7% | 4.8% | 14.2% | 1.5% | -0.5% | -13.3% | -4.9%
CC(C)(C)NC(=O)CN(C(=O)C1(C)CC(=O)N=C2C=CC=CN21)C1CCCC1 (stereo not given) | -1.8% | 0.4% | -1.6% | 0.0% | -6.8% | -9.4% | -11.9% | 4.7% | 2.8%[9.24 µM]
Cc1c(NC2(C#N)CCCCC2)c(=O)n(-c2ccccc2)n1C | -7.7% | 1.1% | -3.6% | 11.6% | 9.9% | -18.2% | 1.8% | 9.2% | -4.0%
COc1cccc(C(CNC(=O)C2CCN(C(=O)Nc3ccccc3)CC2)N(C)C)c1 (stereo not given) | 6.3% | 8.7% | 2.0% | 12.2% | -13.1% | 13.7% | 1.1% | 4.1% | 4.5%
CC(=O)NCCOC(=O)Nc1sc(=S)n(C)c1C | -2.8% | -5.3% | 0.6% | 12.2% | 4.5% | 11.0% | -9.6% | -11.7% | -1.4%
CCN(C(=O)COC(=O)/C=C/c1ccc(OC)c(OC)c1)c1c(N)n(Cc2ccccc2)c(=O)[nH]c1=O | -0.8% | 3.8% | -18.3% | 10.1% | -15.7% | 15.1% | -3.8% | ? | 4.7%
CNc1nc(OC)nc(N2CCOCC2)n1 | 0.1% | 4.4% | -2.7% | 78.6%[activator] | -10.6% | 8.4% | 0.2% | 19.0% | 11.5%
CC[C@]12c3[nH]c4cc(CCC(=O)N(C)C)ccc4c3CCN1C(=O)[C@@H](CC(=O)NCCCOC)C[C@@H]2C(=O)N1CCN(C(=O)c2ccco2)CC1 | 3.9% | 0.0% | -5.3% | -11.7% | 0.0% | 18.7% | 2.3% | 0.2% | 6.9%
CC1(C)CC(=O)C(Sc2nnc(-c3ccc(O)cc3)n2CC2CCCO2)C(=O)C1 (stereo not given) | 7.1% | 24.9% | -3.4% | 11.6% | -17.0% | -11.3% | 14.9% | 13.7% | 4.9%
CCn1ccnc1CN(C)C(=O)c1ccc(OC2CCN(CCc3ccccc3)CC2)cc1 | -7.6% | -3.5% | -5.5% | ? | ? | 0.7% | -1.5% | -13.3% | -6.6%
Cc1cc(C)c(C)c(S(=O)(=O)N2CCC(C(=O)OCC(=O)NC3CCS(=O)(=O)C3)CC2)c1C (stereo not given) | 13.1% | -2.5% | -0.1% | -3.3% | -0.4% | 11.1% | -1.3% | 6.6% | 9.5%
Cc1cc(Br)ccc1OCCCCN1CCCCC1 | ? | -8.8% | ? | ? | ? | 1.5% | 0.8% | ? | 20.6µM*
Cc1cc(S(=O)(=O)n2cnc3ccccc32)c(C)cc1Cl | 10.1% | 13.9% | -5.5% | 5.3% | -4.7% | 20.1% | -6.5% | ? | 3.9%
O=C(CSc1nc(-c2ccc(F)cc2)cc(C(F)(F)F)n1)NCCc1ccccc1 | . | 3.0% | . | -8.5% | -6.5% | 11.0% | 25.3% | -19.9% | .
